# HIF-2a block: HIF-2a reporter inhibitors, primary screen, luminescence, 786-0 RCC cells | 786-0 RCC cells HIF-2a reporter, luciferase luminescence, overnight | AID 624352, 2012 | inhibition, % at 18.8 µM | actives 0.72% (n = 360,000);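 active = inhibition of the luminescence signal of 40% or more relative to plate controls, in a single-dose primary screen at 18.75 µM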
# NR2E3 ag-1: inhibitors of NR2E3-RetCOR corepressor binding, primary screen, NR2E3 agonist project, biochemical, TR-FRET, GST-NR2E3, biotin-RetCOR; Photoreceptor-specific nuclear receptor (Homo sapiens), Q9Y5X4; 1536-well; inhibition of corepressor binding, % at 4.78 µM; actives 0.12% (n = 320,000); AID 2300, 2010;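 active = percent inhibition above the cutoff of mean plus 3 SD of all tested compounds, set per screening campaign, cut at about 20% in these data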;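 note: 0% = DMSO wells and 100% = biotin wells as full block of FRET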
# Target sequence (Q9Y5X4 whole entry, looked up): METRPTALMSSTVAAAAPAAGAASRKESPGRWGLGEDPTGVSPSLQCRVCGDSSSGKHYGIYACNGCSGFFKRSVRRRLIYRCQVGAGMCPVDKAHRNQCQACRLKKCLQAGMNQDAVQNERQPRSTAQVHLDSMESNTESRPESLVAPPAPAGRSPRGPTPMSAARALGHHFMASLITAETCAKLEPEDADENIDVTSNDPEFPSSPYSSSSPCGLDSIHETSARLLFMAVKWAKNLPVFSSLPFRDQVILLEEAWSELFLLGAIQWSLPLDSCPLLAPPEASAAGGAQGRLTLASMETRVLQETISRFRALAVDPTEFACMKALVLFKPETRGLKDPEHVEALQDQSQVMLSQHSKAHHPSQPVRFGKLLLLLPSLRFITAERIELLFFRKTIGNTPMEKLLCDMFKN
#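 Format: 1536-well format; test system: GST-NR2E3 and biotin-RetCOR proteins; read-out basis: percent inhibition of TR-FRET ratio; timing: 5 h incubation at 4 °C; detection: time-resolved FRET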
# iPSC survival up: enhancers of single-cell hiPSC survival, primary screen, ATPlite luminescence. 100% = ROCK inhibitor wells, 0% = DMSO. survival enhancement, % at 20 µM. actives 0.044% (n = 360,000); in the data active = survival enhancement above about 18%;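 note: cells exposed to compounds for 16 hours before the ATP read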
# MITF TRPM1 inh: inhibitors of MITF-dependent TRPM1 promoter reporter, primary screen, cell-based, SK-MEL-5, single point, luciferase. actives 0.83% (n = 330,000). SK-MEL-5 TRPM1 promoter luciferase, 24 h. inhibition, % at 12.5 µM;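 active = mean inhibition across replicates of 60% or more, whatever share of single replicates reaches that level; inconclusive = some that reach 60%, reason not given; inactive = mean inhibition across replicates below 60%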; note: values of inactives mirror those of a sister screen read the other way
# PDI turbidity: inhibitors of human PDI, primary screen, biochemical, turbidity, single point, plate reader; PDI insulin aggregation turbidity, A650, 90 min; actives 0.052% (n = 350,000); AID 588391, 2011; inhibition, % at 10 µM;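 active = mean inhibition across replicates of 30% or more, whatever share of single replicates reach that level; inconclusive = mean inhibition below 30% while every single replicate reaches 30%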;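 note: absorbance from insulin aggregation driven by PDI reduction with DTT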
# HTR2A ag: mouse Htr2a agonists via beta-arrestin recruitment, primary screen, cell-based, luminescence; CHO-K1 mHTR2A beta-arrestin complementation; percent of 30 µM serotonin response; activation, % at 7.6 µM; actives 0.66% (n = 360,000); AID 624169, 2012;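 active = activation above a run cutoff, the mean activation of all tested compounds plus 3 SD, cut at about 14% in these data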;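 note: 0% = plate median of compound wells and 100% = 30 µM serotonin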
# Target sequence (P35363 whole entry, looked up): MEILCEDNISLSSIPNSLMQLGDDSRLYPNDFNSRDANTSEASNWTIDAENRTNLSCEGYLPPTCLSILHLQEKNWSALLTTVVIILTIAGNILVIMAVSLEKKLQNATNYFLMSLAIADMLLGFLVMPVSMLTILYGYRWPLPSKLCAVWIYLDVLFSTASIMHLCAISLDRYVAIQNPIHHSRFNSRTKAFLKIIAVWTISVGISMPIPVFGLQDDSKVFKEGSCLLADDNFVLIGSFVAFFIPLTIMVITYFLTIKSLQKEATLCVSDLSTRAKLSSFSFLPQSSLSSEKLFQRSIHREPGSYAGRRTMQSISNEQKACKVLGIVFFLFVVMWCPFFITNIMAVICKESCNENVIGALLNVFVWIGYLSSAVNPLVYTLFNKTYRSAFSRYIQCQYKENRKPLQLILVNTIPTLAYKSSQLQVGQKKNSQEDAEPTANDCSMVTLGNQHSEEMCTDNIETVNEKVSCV
# Shn3 inh set2: reduction of Shn3 3'UTR firefly luciferase signal, primary screen, Schnurri-3 inhibitor project, cell-based, Clone20 osteoblasts, set 2 | Clone20 osteoblast Shn3 3'UTR firefly luciferase, 24 h | inhibition, % at 12.5 µM | actives 0.52% (n = 360,000) | AID 588674, 2011;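 active = mean inhibition of at least 75% with every replicate also reaching 75%; inconclusive = mean inhibition at least 75% but some replicate below; inactive = mean inhibition below 75%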;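 note: 0% = median of neutral control wells and 100% = pilot-screen positive control compound; some compounds past the cut are filed as inactive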
# Cardio protect: cardioprotection against H2O2-induced cell death, primary screen, uHTS, H9c2 cells, ATPLite luminescence | H9c2 cardiomyocytes, H2O2 injury protection, 2 h | protection from H2O2 cell death, % at 20 µM | actives 0.63% (n = 360,000) | AID 588492, 2011;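 active = compounds giving at least 50% protection of heart cells from peroxide-induced death in the single-dose screen, raw or plate-pattern-corrected value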;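 note: 0% = DMSO wells with peroxide and 100% = DMSO wells without peroxide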
# NR2E3 ag-2: NR2E3 agonists in two-hybrid cells, primary screen, cell-based, luminescence, CHO-S, Gal4-NCOR/VP16-NR2E3; Photoreceptor-specific nuclear receptor (Homo sapiens), Q9Y5X4; luciferase; inhibition of corepressor binding, % at 3.98 µM; actives 0.35% (n = 360,000); AID 602229, 2012;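 active = inhibition above the mean of all tested compounds plus 3 SD, cut at about 70% in these data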;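 note: 0% = DMSO with NR2E3 transfected cells and 100% = cells lacking NR2E3 construct; higher means lower luciferase signal from less NR2E3 corepressor binding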
# CaV13 ICDI inh: Disruptors of the CACNA1D IQ motif to Ca2+-dependent inactivation inhibitor domain association, primary screening, Förster resonance energy transfer in intact living …; HEK cells, CFP/YFP FRET ICDI-IQ, plate reader, 10 min; percent FRET-ratio fall versus neutral wells; actives 0.098% (n = 340,000); inhibition, % at 12.3 µM;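 active = mean replicate inhibition of at least 30% and at least 1% of replicates passing that level; inconclusive = only one of the two criteria is met; inactive = neither criterion is met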;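 note: 0% = median of the neutral control wells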
# Peg3 promoter: Peg3 promoter-driven luciferase inhibitors, primary screen, cell-based, HeLa, luciferase luminescence. HeLa PEG-Prom luciferase reporter, overnight. inhibition, % at 20 µM. actives 1.7% (n = 360,000);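 active = inhibition of at least 50% at 20 µM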
# An asterisk follows results filed as active; u = inconclusive; x = no result given.
Molecule,HIF-2a block,NR2E3 ag-1,iPSC survival up,MITF TRPM1 inh,PDI turbidity,HTR2A ag,Shn3 inh set2,Cardio protect,NR2E3 ag-2,CaV13 ICDI inh,Peg3 promoter
Cc1ccc(-c2nc(CN(C)C3CCOC3)c(C)o2)s1 (stereo unspecified),-7.4,3.8,-1.5,12.0,-1.6,1.5,1.9,-0.4,-10.9,1.3,-8.3
CSc1ncccc1C(=O)OCC(=O)NC1CCCC1,1.0,7.1,-0.5,-8.2,-1.2,3.0,-12.4,25.1,-4.6,-1.1,-0.4
CCc1ccc(/C=C2\SC(=S)N(CCCC(=O)N(CCO)c3ccccc3)C2=O)cc1,65.3*,x,-0.4,x,-1.3,7.4,7.6,-11.2,-4.9,-9.1,76.4*
Cc1ccc(NC(=O)CN(C)C(=O)c2cccc(-n3cccc3)c2)cc1,11.9,x,-0.4,-9.8,-2.9,-4.1,-5.5,0.3,-32.5,-6.2,13.2
O=C(CN1C(=O)NC2(CCCCCCC2)C1=O)NC(=O)NCc1ccco1,17.9,2.3,5.3,-4.2,14.8,7.0,8.4,-0.2,-19.9,-5.0,19.2
O=C(CSc1ccc(F)cc1)Nc1cccc(S(=O)(=O)N2CCOCC2)c1,-21.7,x,-1.1,0.4,-43.7,-2.8,0.2,-5.4,-10.5,-3.5,-18.4
Cc1ccc(NC(=O)N2CCN(C/C=C/c3ccccc3)CC2)cc1,15.3,0.9,0.6,12.1,21.0,-3.1,-0.3,-4.9,14.9,-10.5,9.2
CCCC(=O)Nc1ccc(C(=O)Nc2cccc(OC)c2)cc1,-118.4,-2.1,-2.0,-22.5,6.2,1.6,-13.6,5.4,-19.9,-4.9,-68.7
Cc1nsc(N)c1C(=O)O,10.2,1.1,-0.1,-1.2,-3.4,7.7,3.7,2.9,-0.4,-5.3,5.0
O=C(CSc1nc2sc3c(c2c(=O)[nH]1)CCCC3)NCCO,11.8,-0.8,-1.0,-2.6,-7.7,-4.3,0.3,16.6,8.3,-5.1,13.9
O=S(=O)(NCc1ccc(F)cc1)c1ccc(-n2cccn2)cc1,7.3,2.5,0.3,-3.9,-3.0,5.7,8.8,-1.2,4.8,-2.6,16.3
COc1ccc(OCC(=O)N/N=C(\C)c2cc3ccccc3o2)cc1,-170.7,-0.7,-2.0,-38.1,0.2,-3.8,-24.0,-9.1,-10.1,-4.3,-144.7
O=C(COc1ccccc1)OCC(=O)c1ccc(S(=O)(=O)N2CCCCC2)cc1,9.3,0.0,-0.5,-1.8,1.0,-6.0,-0.6,4.3,-26.0,-6.7,-1.9
CCOC(=O)COc1ccc(C(=O)c2ccccc2)c(O)c1,22.3,-1.0,-2.2,-3.4,1.0,5.2,11.2,-26.1,9.0,x,0.5
Cc1ccc(CN2CCNC(=O)C2CC(=O)N(C)CCc2ccccc2)cc1 (stereo unspecified),3.6,-3.5,-0.5,9.1,1.9,-1.5,-5.6,0.3,9.2,-10.4,0.3
O=C(NCCNc1nccc(C(F)(F)F)n1)c1cccs1,0.6,-1.3,-0.8,-13.8,0.2,-3.3,-4.6,2.5,8.2,-4.5,0.9
COC(CN1C(=O)C(O)=C(C(C)=O)C1c1ccccn1)OC (stereo unspecified),25.0,-1.1,4.3,-11.6,6.6,7.4,-7.4,6.9,14.8,-4.2,24.6
CCOC(=O)C(NC(C)=O)(NC(C)C)C(F)(F)F (stereo unspecified),12.2,3.2,-0.1,-1.0,-3.5,0.6,-16.4,-5.5,-19.1,-14.2,7.1
O=C(NNC(=O)c1ccncc1)NC1CCCCC1,18.6,2.9,-0.9,x,-1.9,-7.1,-4.6,-1.2,26.7,-4.8,-5.8
O=C(Cc1ccccc1)NCC1COc2ccccc2O1 (stereo unspecified),-13.9,6.6,3.3,-4.1,4.6,3.3,-2.9,9.5,14.2,-9.2,-110.4
O=C(C1CCN(S(=O)(=O)c2cccnc2)CC1)N1CCCCC1,-1.4,8.2,-0.7,-8.0,7.2,2.3,-12.3,-0.6,-3.9,-5.6,-3.5
CCc1nnc(NC(=O)C(c2ccccc2)c2ccccc2)s1,11.6,1.6,1.0,4.7,2.3,3.2,11.8,-7.4,-14.6,-2.9,22.8
Cc1cc(C)cc(N(CC(=O)NC(C)(C)C)C(=O)CCC(=O)Nc2nccs2)c1,11.7,4.3,0.4,6.0,0.7,1.6,-2.0,-0.3,4.1,-4.2,19.6
CCn1c(Cc2ccc(OC)cc2)nnc1SCC(=O)Nc1ccc(N2CCOCC2)cc1,-2.7,2.7,-0.6,0.6,5.2,2.0,17.3,-3.4,2.1,-2.4,-9.3
Cc1[nH]nc2c1C(c1ccco1)C(C#N)=C(N)O2 (stereo unspecified),19.9,0.9,-0.6,12.4,0.6,1.8,-2.3,16.9,21.2,-4.5,-3.5
CCc1ccccc1NC1=NCC(=O)N1Cc1ccc2c(c1)OCO2,5.5,6.1,0.7,-3.4,-5.3,-1.6,4.4,4.8,-12.1,-4.5,10.8
O=C1NC(=O)C([N+](=O)[O-])=C(O)C1=O,5.6,x,0.1,x,-4.4,-1.0,12.5,-4.6,-0.8,-18.0,3.5
CCN(CC(=O)NC(C)(C)C)C(=O)c1ccccc1SCC(=O)NC1CCCCCCC1,-0.3,3.1,-0.1,-4.5,8.4,6.1,12.5,1.4,-2.9,-5.6,11.3
CCOC(=O)C1CCN(CCCSc2ccccc2)CC1,12.0,1.9,0.1,12.2,2.8,-4.2,8.0,8.9,-10.2,-2.9,2.0
COc1ccccc1NC(=S)N(Cc1ccco1)Cc1cc2ccc(C)c(C)c2[nH]c1=O,21.6,-2.2,-1.0,1.8,-0.4,-2.5,43.1,2.4,6.2,-2.4,16.1
Cc1noc(C)c1COc1ccccc1C(=O)NCCc1ccc(Cl)cc1,-96.7,2.5,-0.1,-55.6,-3.1,3.9,-31.4,-2.1,-29.1,-5.6,-97.6
CC1(C(=O)NC2CCCCCCC2)CCC(=O)N1Cc1ccco1 (stereo unspecified),2.4,0.6,-0.3,7.2,-3.4,5.2,-9.8,4.6,-1.9,-9.5,8.0
COC(=O)CCc1ccc(OCC(O)CNC(C)C)cc1 (stereo unspecified),0.8,-2.8,2.0,7.2,6.0,1.9,-19.8,-10.2,-48.0,-5.1,-0.8
NC1=NC2(CCCCC2)N(c2ccc(F)cc2F)C(N)=N1,13.4,3.6,-0.8,-0.4,10.2,13.8,-10.2,10.8,-13.7,-5.7,-9.6
Cn1nc(-c2ccc(Cl)cc2)c2cc(C(=O)NCC3CCCO3)sc21 (stereo unspecified),14.0,-1.2,-0.3,16.9,-4.3,-3.4,13.3,2.2,-19.4,u,12.7
Cc1ccc(NC(=O)c2sc3nc(C)cc(C)c3c2N)cc1,-283.3,3.0,-0.5,-75.1,3.4,-6.4,-58.4,-10.2,-103.5,-4.2,-302.8
Cc1ccc(S(=O)(=O)NC(=O)c2ccc(Br)o2)c(C)c1,6.4,0.4,10.8,-8.8,-2.6,9.5,-15.3,0.4,-16.7,-4.9,-1.1
CCC(=O)N1CCN(c2ccc(NC(=S)NC(=O)c3ccc(OC)c([N+](=O)[O-])c3)cc2)CC1,0.6,0.3,0.8,-5.3,-0.8,-5.2,13.6,22.6,1.3,-6.0,4.5
COc1ccccc1OCc1csc(N)n1,-2.1,2.7,1.0,-3.1,1.5,-0.5,-16.9,2.5,-3.5,-2.9,-10.7
Cc1cccc(NC(=O)c2ccc(OCc3c(C)noc3C)cc2)c1,-141.6,3.1,-0.2,-33.0,-13.0,1.1,15.9,-1.3,-31.2,-4.7,-99.4

# Of the compounds above, these contain a tert-butyl group:
Molecule,HIF-2a block,NR2E3 ag-1,iPSC survival up,MITF TRPM1 inh,PDI turbidity,HTR2A ag,Shn3 inh set2,Cardio protect,NR2E3 ag-2,CaV13 ICDI inh,Peg3 promoter
Cc1cc(C)cc(N(CC(=O)NC(C)(C)C)C(=O)CCC(=O)Nc2nccs2)c1,11.7,4.3,0.4,6.0,0.7,1.6,-2.0,-0.3,4.1,-4.2,19.6
CCN(CC(=O)NC(C)(C)C)C(=O)c1ccccc1SCC(=O)NC1CCCCCCC1,-0.3,3.1,-0.1,-4.5,8.4,6.1,12.5,1.4,-2.9,-5.6,11.3

# Next part
Molecule,HIF-2a block,NR2E3 ag-1,iPSC survival up,MITF TRPM1 inh,PDI turbidity,HTR2A ag,Shn3 inh set2,Cardio protect,NR2E3 ag-2,CaV13 ICDI inh,Peg3 promoter
N#Cc1c(C(F)(F)F)cc(C2CC2)nc1N1CCCC1,21.3,0.3,-0.3,13.3,-5.3,0.8,-1.7,-1.1,0.1,-0.5,26.8
CCCc1cc(=O)[nH]c(SCC(=O)Nc2sc3c(c2C#N)CCC(C)C3)n1 (stereo unspecified),-70.2,-2.0,0.3,-24.5,0.2,0.7,-7.3,-4.7,39.6,-2.7,-84.8
CCNC(=S)N/N=C1\CCCCc2ccccc21,-2.1,-1.1,-0.5,-7.0,5.6,-2.6,3.9,-1.9,21.2,-2.2,8.9
Cc1ccccc1CSc1nnc(-c2ccncc2)o1,-90.2,-3.1,-0.8,-30.9,-9.3,-2.5,-7.4,3.1,-8.8,4.0,-59.4
CN1CCN(NC(=O)CSc2ccc(Cl)cc2Cl)CC1,12.0,0.2,2.3,-5.6,1.1,-1.8,-17.7,-0.3,-15.0,11.1,-10.7
O=S(=O)(NC1CCCCC1N1CCN(c2ccc(F)cc2)CC1)c1ccccc1 (stereo unspecified),-1.7,0.1,-0.4,-15.6,0.5,-2.1,-0.8,0.4,-6.6,-14.9,10.6
CCOC(=O)c1cc(CC)sc1/N=C/C1=C(O)CC(C)(C)CC1=O,-6.7,0.1,-1.0,7.2,-8.8,-2.7,-10.6,5.9,-6.6,-7.7,6.4
COCCN(C(=O)c1cc(-c2ccc(F)cc2)nc2ccccc12)c1c(N)n(CC(C)C)c(=O)[nH]c1=O,14.0,x,-0.2,3.3,23.5,3.7,-4.0,-1.4,15.6,-14.9,7.7
O=C(NC(=S)NNC(=O)[C@H]1C[C@@H]1c1ccccc1)c1ccc(F)cc1,10.3,1.0,-0.1,-1.9,-6.0,7.4,-3.0,7.8,13.6,-15.1,12.3

# Screening results: PubChem, several laboratories
